Screening data (PubChem BioAssay)
GalR3 antagonist: GalR3 antagonists in HEK293 cells, primary screen, cell-based, fluorescence readout; HEK293 GalR3-CNG cAMP membrane potential fluorescence; galR3 body fused to GalR1 C-terminus; inhibition, % at 3 µM; 0.44% of 360,000 active; AID 651719, 2012;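 active means inhibition above the screen-wide average plus 3 SD, cut at about 13% in these data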;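 further: forskolin and galanin both at EC90 stimulate the cells; cAMP rise reported by CNG channel membrane potential dye signal; 0% = forskolin plus galanin with DMSO and 100% = forskolin alone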
Target sequence (O60755 1-299 limits assumed): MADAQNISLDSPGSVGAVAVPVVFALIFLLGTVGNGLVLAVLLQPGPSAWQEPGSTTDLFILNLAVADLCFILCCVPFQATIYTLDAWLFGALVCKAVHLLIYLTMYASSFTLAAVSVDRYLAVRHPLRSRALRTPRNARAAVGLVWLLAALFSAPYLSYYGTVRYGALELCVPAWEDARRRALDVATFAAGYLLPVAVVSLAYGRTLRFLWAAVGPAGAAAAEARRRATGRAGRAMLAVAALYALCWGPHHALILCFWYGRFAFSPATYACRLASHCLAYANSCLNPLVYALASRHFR
* hit, by the source's call. These rows are one share of the data, so the mix of outcomes need not match the whole.

GalR3 antagonist	SMILES
-2	Cn1cc(-c2csc(C(O)(c3ccccc3)C(F)(F)F)n2)cn1 (stereo not drawn)
-4	CN(C(=O)c1cccc(NC(=O)Cc2cccc(NC(=O)C3CCN(C(=O)c4ccccc4)CC3)c2)c1)C1CC1
-2	CCc1nc2ccc(C(=O)N3CCCC(C(N)=O)C3)cn2c1N(C)Cc1ccc(OC)cc1 (stereo not drawn)
-6	CCCCNC(=O)C(NC(=O)c1ccc(-c2ccccc2)cc1)C(=O)c1ccccc1 (stereo not drawn)
-5	Cc1ccc(-c2csc(C(O)c3cccc(Cl)c3)n2)cc1C (stereo not drawn)
-4	CC(=O)Nc1cccc(-c2ccnc3c2CC(C(=O)Nc2cccc(N(C)C)c2)O3)c1 (stereo not drawn)
3	Cc1nc(SCC(=O)N2c3ccccc3NC(=O)CC2C)c2c(C)c(C)sc2n1 (stereo not drawn)
-2	Brc1ccc2nc(-c3ccco3)c(Cc3ccccc3)n2c1
-1	O=C(COC(=O)c1ccc(Cl)nc1)Nc1ccc(Cl)cc1
-5	O=C(Nc1c(-c2ccc(Cl)cc2)[nH][nH]c1=O)c1ccccn1
-4	Cc1cccc(NC(=O)CSc2nncn2N)c1C
0	O=C(CCSCCC(=O)NN=Cc1cccc(Cl)c1)NN=Cc1cccc(Cl)c1
-2	O=C(Nc1ccn(CCCNCC2CCCO2)c(=O)n1)OCc1ccccc1 (stereo not drawn)
-3	Nc1ncnc2c1ncn2[C@@H]1O[C@H](CNS(=O)(=O)c2cc3ccccc3s2)[C@@H](O)[C@H]1O
-5	COC(=O)Cn1nnnc1-c1nc2cc(C)c(C)cc2[nH]c1=O
-5	Cc1cc(N2CCN(C(=O)OC(C)(C)C)C[C@@H]2C)ccc1N1CCN(Cc2ccccc2)[C@H](C)C1
-8	COc1cc(NC(=O)CCN2CCN(c3ccccc3OC)CC2)cc(OC)c1
-5	CCCS(=O)(=O)NC(=O)C1(C)CCN(C(=O)c2cccc3ccccc23)C1 (stereo not drawn)
0	CS(=O)(=O)c1ccc2nc(NC(=O)CCNC(=O)c3ccc([N+](=O)[O-])cc3)sc2c1
-8	COc1ccc(Cn2cc(CN3CCc4onc(-c5ccc(Br)cc5)c4C3=O)nn2)cc1

(further entries)
GalR3 antagonist	SMILES
-2	Cc1[nH]c(N)nc(=S)c1CCCNc1ccccc1
-6	CC(=O)NCCNC(=O)C1Cc2c(-c3ccccc3)ccnc2O1 (stereo not drawn)
2	Cc1ccc(S(=O)(=O)N2CCOCC2)cc1C(=O)NCCCN1CCCC1=O
-4	CS(=O)(=O)Nc1cccc(NC(=O)C2Cc3c(-c4cccc(C(N)=O)c4)ccnc3O2)c1 (stereo not drawn)
-1	CN(N=Nc1ccccc1C(=O)O)C1CCCCC1
-8	CCCCCCCCN1C(=O)[C@H](CC(=O)N2CCCCC2)C[C@@]2(C(=O)OC)CC(C)(C)CC=C12
3	CCCCC[C@@H](C)N1C[C@H](COCc2ccccc2)Oc2cc(N3CCC[C@H]3COC)ccc2S1(=O)=O
-6	Cc1cc(C)c(S(=O)(=O)c2ccc(F)cc2)c(C)c1
-6	CCCc1c(C(=O)N/N=C(\C)c2ccccn2)nnn1-c1nonc1N
-3	COc1ccc(CC(Cc2ccc(OC)c(OC)c2)NC=O)cc1OC
-7	COc1cc(NC(=O)N2CCc3nc(NCc4cccc(Oc5ccccc5)c4)ncc3C2)cc(OC)c1OC
1	CCN(c1ccccc1)S(=O)(=O)c1ccc(OC)c(NC(=O)c2ccccc2OC)c1
-9	COc1ccc(-c2ccc3c(n2)CCCN3S(=O)(=O)c2c(C)noc2C)cc1
-2	Cc1ccc(C)c(C(O)c2ncc(-c3ccccc3F)[nH]2)c1 (stereo not drawn)
-6	CC(C)C[C@H]1CN(CCCC[C@H]2CNC(=O)C(=O)N2CCC2CCCCC2)C(=O)C(=O)N1CCC1CCCCC1
-4	CCOC(=O)[C@]12CCCC=C1N(Cc1ccc(Cl)cc1Cl)C(=O)[C@H](CC(=O)N1CCN(C(=O)c3ccco3)CC1)C2
-8	COc1cccc(C(NC(C)=O)c2nc(-c3ccccc3C)cs2)c1 (stereo not drawn)
-2	COc1ccc(NC(=O)C2(C)CCN2Cc2ccc(OC(C)C)cc2)cc1OC (stereo not drawn)
-6	C[C@]12c3[nH]c4cc(-c5ccco5)ccc4c3CCN1C(=O)[C@@H](CC(=O)NCCc1ccccn1)C[C@@H]2C(=O)N1CCOCC1
-5	COc1cccc(CNc2nc3cc(-c4cscc4C)sc3c(=O)n2C)c1

The results go on:
GalR3 antagonist	SMILES
-6	O=C(Cc1ccccc1[N+](=O)[O-])NCC1(c2cccc3c2OCO3)OCCO1
-7	Cc1ccc(S(=O)(=O)N2C[C@H]3C(=O)C[C@@H](c4ccc(Cl)cc4)N(S(=O)(=O)c4ccc(C)cc4)[C@H]3C[C@H]2c2ccccc2)cc1
-6	CC(N)c1csc(Nc2ncccn2)n1 (stereo not drawn)
-8	O=C1CCSC2=C1SCc1sccc12
-1	CC(C)OC(=O)c1ccc(NCc2cc(O)ccc2O)cc1Cl
-1	CCOC(=O)C1(C)CCCN(C(=O)COc2ccccc2)C1 (stereo not drawn)
0	CC(C)=CCn1c2ccc(NC(=O)NCc3ccc(F)cc3)cc2c(=O)n1C
-8	CCOC(=O)[C@]12CCCC=C1N(Cc1ccc3c(c1)OCO3)C(=O)[C@H](CC(=O)NCCCCc1ccccc1)C2
4	CC(C)NC(=O)C1(C)CCCN1Cc1ccccc1C#N (stereo not drawn)
-5	COC(=O)c1ccc2nc(-c3cccc(Cl)c3)c(Cc3ccccc3C(F)(F)F)n2c1
-7	Cn1sc2ccccc2c1=O
-1	CCCCN1CC(COC)Oc2cccc(F)c2S1(=O)=O (stereo not drawn)
-6	CC(C)c1ccc(CC(=O)N2CCC2(C)C(=O)Nc2cccc(C#N)c2)cc1 (stereo not drawn)
-1	Cc1ccc(S(=O)(=O)NC(CC(=O)OCc2ccccc2)C(=O)OCc2ccccc2)cc1 (stereo not drawn)
-4	Cc1cc(C)cc(C(O)c2ncc(-c3ccc(Cl)cc3)[nH]2)c1 (stereo not drawn)
-3	COc1ccc2sc(-c3ccccc3OC)c(-c3ccc(OCCN(C)C)cc3)c2c1
-1	C=C(C)[C@@H]1CC=C(CO)CC1
-7	O=C(NCCc1ccccc1)C1Cc2c(-c3ccccc3Oc3ccccc3)ccnc2O1 (stereo not drawn)
-5	COc1ccc(CC(=O)NNC(=S)NC(=O)c2cc(OC)c(OC)c(OC)c2)cc1
-2	O=C(Nc1ccc(F)cc1)N[C@@H]1CC[C@@H](CCn2cc(-c3ccc(F)cc3)nn2)O[C@@H]1CO

(next part)
GalR3 antagonist	SMILES
-5	CC(C)N1CCC(C)(C(=O)Nc2ccc(Cl)c(Cl)c2)C1 (stereo not drawn)
-7	COc1ccc(CN(C)C(=O)C(Cc2ccccc2)NC(=O)c2ccccc2)c(OC)c1OC (stereo not drawn)
5	Cn1c(=O)c2[nH]c(Cc3cccc(O)c3)nc2n(C)c1=O
-5	COc1ccc(C2=CCCCCC2)cc1OC
-7	O=S1(=O)CC(O)C(O)CS1 (stereo not drawn)
0	CN(Cc1ccccc1F)c1cc2c(c3c1ccn3C)C1CCC2C1 (stereo not drawn)
-7	COC(=O)CC#C[C@H](C)[C@@H](NS(C)(=O)=O)C1CCCCC1
-7	CCOc1ccc(CCN2C(=S)N([C@@H](CC(C)C)CN3CCCC3CN3C(=S)NC[C@@H]3Cc3ccccc3)C[C@@H]2CC(C)C)cc1 (stereo partly drawn)
-2	CC1=CC(C)C(=O)N(C)C(C)=C1 (stereo not drawn)
-3	O=C(CCCC(=O)NN=Cc1ccccc1Cl)NN=Cc1ccccc1Cl
-7	O=C(Cc1ccccc1)NS(=O)(=O)c1ccccc1
-3	CC1=C(C(=O)N2CCOCC2)CC(CC(=O)NCCc2ccccn2)C(=O)N1CCC1=CCCCC1 (stereo not drawn)
-7	CC(=O)c1ccc(OCC(=O)N(C)C2CCS(=O)(=O)C2)cc1 (stereo not drawn)
-6	CCCCCC(=O)N1C[C@@H](n2cc(C3CC3)nn2)[C@H](O)C[C@@H]1c1ccc(Cl)cc1
-4	O=C1c2ccccc2C(c2nnnn2-c2ccc3c(c2)OCCO3)N1Cc1cccnc1 (stereo not drawn)
-5	NS(=O)(=O)c1ccc(CCNc2ccn3nc(-c4ccc(OCCN5CCOCC5)cc4)cc3n2)cc1
-5	COc1cccc(CN2CCC(C(=O)NC(c3ccc4c(c3)OCO4)c3ccccn3)CC2)c1 (stereo not drawn)
-5	CC(C)C[C@H]1CN([C@@H](Cc2ccc(O)cc2)CN2CCC[C@@H]2CN2C(=O)C(=O)NC[C@@H]2Cc2ccccc2)C(=O)C(=O)N1CC1CCCCCC1
-6	CN1CCN(C(=O)C(=O)c2cn(CC(=O)N3CCOCC3)c3ccccc23)CC1
-2	CCn1c(SCC(=O)NCCc2ccc(OC)c(OC)c2)nc2c([nH]c3ccccc32)c1=O

Additional entries follow:
GalR3 antagonist	SMILES
1	CC1=C(C(=O)N2CCCCCC2)CC(CC(=O)NC2CCCC2)C(=O)N1Cc1ccc(F)cc1 (stereo not drawn)
-8	Cc1ccc([C@@H]2CC(=O)[C@@H]3CN(S(=O)(=O)c4ccc(C)cc4)[C@H](c4ccccc4F)C[C@@H]3N2S(=O)(=O)c2ccc(C)cc2)cc1
-5	C=CCNC(=S)N1CCC2CC1c1c(Cl)cccc12 (stereo not drawn)
-4	NC(Cc1ccc(C(F)(F)F)cc1)c1csc(Nc2ccc(C(=O)NCCCO)cn2)n1 (stereo not drawn)
-2	Cc1cn(C(C)C)c(=O)n(-c2ccccc2)c1=O
-2	N#Cc1ccc(COC(=O)CN2C(=O)NC3(CCCC3)C2=O)cc1
-5	COc1ccc(-c2ccc(C(=O)NCCc3ccccc3)c3occc23)c(C)c1
-4	Cc1cccc2nc(Cn3c(=O)n(CCC(=O)NCc4ccco4)c(=O)c4ccccc43)cc(=O)n12
-7	CCN(C(=O)COC(=O)CNC(=O)c1cccs1)c1c(N)n(Cc2ccccc2)c(=O)[nH]c1=O
-6	C[C@@H]1CN([C@@H](C)CO)C(=O)c2cc(NS(=O)(=O)c3ccc(F)cc3)ccc2O[C@@H](C)CCCCO[C@H]1CN(C)C(=O)NC1CCCCC1
-6	CCOC(=O)CC1(C)c2nc(NC(C)=O)sc2Cc2sc(NC(C)=O)nc21
2	COc1ccc2c(c1)C(CC(C)=O)N(c1ccc(-c3cccnc3)cc1)C(c1ccsc1)=C2 (stereo not drawn)
-10	S=C(SSC(=S)N1CCOCC1)N1CCOCC1
-4	CC1CCN(S(=O)(=O)c2ccc(NC(=O)CCNC(=O)c3ccc(Cl)cc3)cc2)CC1
-5	CCOC(=O)N1C(=O)C[C@](Sc2ccc(C)cc2)(C(=O)OC)[C@H]1c1ccccc1
-1	NS(=O)(=O)c1ccc(N2C(=O)CCCC2=O)cc1
-6	CC1(C(=O)NS(=O)(=O)c2cccs2)CCN1C(=O)C1(c2ccc(Cl)cc2)CCC1 (stereo not drawn)
-5	CCCC(=O)N1CCC1(C)C(=O)NS(=O)(=O)c1cccs1 (stereo not drawn)
-4	C[C@H]1CN([C@@H](C)CO)C(=O)c2cc(C3=CCCCC3)cnc2O[C@@H]1CN(C)C(=O)Cc1ccccc1
-7	COc1cc(C(=O)N2CCCCC2c2cc(C(=O)Nc3ccccc3Cl)no2)cc(OC)c1C (stereo not drawn)

Shown in markdown: 2 of the compounds above.
| compound | GalR3 antagonist |
| --- | --- |
| CCN(C(=O)COC(=O)CNC(=O)c1cccs1)c1c(N)n(Cc2ccccc2)c(=O)[nH]c1=O | -7 |
| C[C@@H]1CN([C@@H](C)CO)C(=O)c2cc(NS(=O)(=O)c3ccc(F)cc3)ccc2O[C@@H](C)CCCCO[C@H]1CN(C)C(=O)NC1CCCCC1 | -6 |

(next part)
GalR3 antagonist	SMILES
-7	CCOC(=O)[C@]12CCCC=C1N(Cc1ccco1)C(=O)[C@H](CC(=O)NCc1cccc3ccccc13)C2
-7	CCOC(=O)[C@]12CCC=C1N(Cc1ccc3c(c1)OCO3)C(=O)[C@H](CC(=O)NCCc1ccccc1OC)C2
-6	COc1cccc(C(O)c2nc(-c3cc4ccccc4o3)cs2)c1 (stereo not drawn)
-5	O=C1CCC[C@@H]2C[C@@]3(C[C@@H]4CCN1[C@H]24)Nc1cc(Cl)ccc1NC3=NC1CCCCC1
-6	OC(c1ccccc1)c1nc(-c2cccs2)cs1 (stereo not drawn)
-5	OCCC#Cc1ccc(N2C(c3ccsc3)=Cc3ccc(F)cc3C2c2c[nH]c3ccccc23)cc1 (stereo not drawn)
-7	COC(=O)c1cc2c(c3c4cc(F)ccc4n(S(=O)(=O)c4ccccc4)c13)C(=O)N(Cc1ccco1)C2
-2	Cn1nc(C(=O)NNC(=O)Cc2ccc(S(=O)(=O)N3CCOCC3)s2)c2ccccc2c1=O
-1	O=C(CC[C@H]1O[C@@H](n2ccc(=O)[nH]c2=O)[C@H](O)[C@@H]1O)NCc1ccc2c(c1)OCO2
-4	Nc1nc(N)c(-c2cccc(C(F)(F)F)c2)c(Cc2cccc(C(F)(F)F)c2)n1
-6	C[C@H]1CN([C@@H](C)CO)S(=O)(=O)c2ccc(Br)cc2O[C@@H]1CN(C)S(=O)(=O)c1ccccc1F

Reformatted: 3 of the compounds above.
canonical_smiles,GalR3 antagonist
Cn1nc(C(=O)NNC(=O)Cc2ccc(S(=O)(=O)N3CCOCC3)s2)c2ccccc2c1=O,-2
O=C(CC[C@H]1O[C@@H](n2ccc(=O)[nH]c2=O)[C@H](O)[C@@H]1O)NCc1ccc2c(c1)OCO2,-1
Nc1nc(N)c(-c2cccc(C(F)(F)F)c2)c(Cc2cccc(C(F)(F)F)c2)n1,-4

Look-ups from the list:
Result of C=C(C)[C@@H]1CC=C(CO)CC1 in GalR3 antagonist: -1
Result of C[C@]12c3[nH]c4cc(-c5ccco5)ccc4c3CCN1C(=O)[C@@H](CC(=O)NCCc1ccccn1)C[C@@H]2C(=O)N1CCOCC1 in GalR3 antagonist: -6
Result of CC(=O)c1ccc(OCC(=O)N(C)C2CCS(=O)(=O)C2)cc1 (stereo not drawn) in GalR3 antagonist: -7
Result of S=C(SSC(=S)N1CCOCC1)N1CCOCC1 in GalR3 antagonist: -10
Result of Cc1cccc(NC(=O)CSc2nncn2N)c1C in GalR3 antagonist: -4
